From PubChem BioAssay
TCR-CD3 inh: human TCR-CD3 binding inhibition; 360,000 tested, 0.37% active; inhibition, % at 9.4 µM; AID 651800; TAMRA-labeled TCR probe fluorescence, biochemical; in the data active means inhibition above about 19%;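 further: recombinant mutant TCR 2C K166C tagged with TAMRA read by polarization; 0% = receptor in buffer alone and 100% = receptor with positive control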
GC-B act: GC-B (human) receptor activation; P20594; HEK293-GC-B cells, CNP EC30, cGMP TR-FRET; 0% at EC30 CNP, 100% saturating CNP; activation, % at 10 µM; 370,000 tested, 0.11% active;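 active means activation at 10 µM reaching about 35% in either raw or pattern-adjusted values, limit read from the data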
Target sequence (P20594 whole entry, looked up): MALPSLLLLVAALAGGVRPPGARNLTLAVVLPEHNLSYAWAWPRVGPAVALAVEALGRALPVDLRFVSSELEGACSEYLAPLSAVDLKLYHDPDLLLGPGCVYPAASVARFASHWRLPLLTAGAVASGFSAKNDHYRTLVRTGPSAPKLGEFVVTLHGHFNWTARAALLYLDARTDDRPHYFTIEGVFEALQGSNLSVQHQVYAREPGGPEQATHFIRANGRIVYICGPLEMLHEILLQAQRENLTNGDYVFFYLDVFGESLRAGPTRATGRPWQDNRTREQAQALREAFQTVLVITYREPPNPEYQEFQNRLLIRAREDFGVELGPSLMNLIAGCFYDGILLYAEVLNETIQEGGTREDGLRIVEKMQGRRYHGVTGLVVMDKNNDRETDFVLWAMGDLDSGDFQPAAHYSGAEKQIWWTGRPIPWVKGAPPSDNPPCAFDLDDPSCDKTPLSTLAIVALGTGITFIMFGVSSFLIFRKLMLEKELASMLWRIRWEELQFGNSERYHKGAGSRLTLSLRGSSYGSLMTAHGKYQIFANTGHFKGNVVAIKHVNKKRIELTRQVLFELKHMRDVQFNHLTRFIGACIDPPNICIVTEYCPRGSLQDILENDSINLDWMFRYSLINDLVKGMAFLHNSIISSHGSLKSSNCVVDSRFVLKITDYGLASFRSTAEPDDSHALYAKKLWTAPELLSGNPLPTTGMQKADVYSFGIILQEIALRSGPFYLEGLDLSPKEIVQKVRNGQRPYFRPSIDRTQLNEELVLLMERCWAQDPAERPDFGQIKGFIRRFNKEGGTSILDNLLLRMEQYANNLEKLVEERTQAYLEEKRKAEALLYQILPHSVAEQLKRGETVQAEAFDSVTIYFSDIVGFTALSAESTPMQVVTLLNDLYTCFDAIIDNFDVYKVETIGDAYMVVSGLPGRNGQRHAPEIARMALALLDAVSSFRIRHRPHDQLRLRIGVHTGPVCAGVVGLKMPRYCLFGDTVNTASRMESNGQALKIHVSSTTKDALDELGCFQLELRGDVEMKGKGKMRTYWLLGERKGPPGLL
LEDGF integ inh: blocks HIV-1 LEDGF/p75-dependent DNA integration; 370,000 tested, 0.64% active; AID 743269; TR-FRET IN-LEDGF/p75 DNA integration, Eu/Cy5; inhibition, % at 3.7 µM;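 active means inhibition above the screen-wide mean plus 3 SD, cut at about 13% in these data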;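 further: signal is the Cy5 over europium emission ratio at 671 and 618 nm; 0% = plate median of compound wells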
MBD2 DNA inh: MBD2-methylated oligo binding inhibition; Q9UBB5; TR-FRET, MBD2 binding to methylated oligonucleotide; inhibition, % at 4.4 µM; 370,000 tested, 0.31% active; AID 686964; in the data active means inhibition above about 13%
TDP2 absorb: TDP2 (human) inhibition, absorbance primary screen | recombinant TDP2, T5PNP hydrolysis, p-nitrophenol absorbance 415 nm | inhibition, % at 12.8 µM | O95551 | 370,000 tested, 0.34% active;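 active means inhibition above the mean of all tested compounds plus 3 SD, set per campaign, cut at about 25% in these data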;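 further: 0% = DMSO with enzyme and 100% = buffer with substrate but no TDP2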
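System – recombinant human TDP2 · Amount – 120 nM TDP2 per well · Buffer or medium – Mg2+-containing Tris-HCl buffer, pH 7.5 · Reagent – T5PNP substrate, 5 mM · Dosing – 12.8 µM single point, 1% DMSO · Incubation – 2 h at 37 °C · Measured by – epi absorbance · Read-out basis – percent inhibition · Benchmarks – high control without enzyme, low control DMSO plus TDP2 · Repeats – singlicate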
PRMT1 inh: blocks human protein arginine methyltransferase 1. AID 652257. Q99873. inhibition, % at 2.79 µM. 370,000 tested, 1.3% active. recombinant PRMT1, activity-based probe fluorescence polarization;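 active means inhibition above about 21% made by adding two undisclosed values, limit read from the data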
mABHD4 FP: ABHD4 (mouse) inhibition, primary FP screen; 370,000 tested, 0.54% active; inhibition, % at 8.92 µM; purified mABHD4, FP-Rh probe fluorescence polarization; AID 720543;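 active means inhibition exceeding the mean over every tested compound plus 3 SD, cut at about 30% in these data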;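 further: 0% = plate median of compound wells and 100% = S159A mutant with DMSO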
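Material: mouse ABHD4 enzyme, wild type; Benchmarks: S159A mutant high control, sample median low control; Buffer or medium: HEPES pH 7.0, NaCl, Pluronic buffer; Signal: fluorescence polarization; Read-out: percent inhibition of probe binding, normalized to plate controls; Timing: pre-incubation 45 min, probe exposure 60 min, at 25 °C; Dosing: 8.92 µM, single dose.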
HTRA1 inh: HTRA1 (human) protease inhibition; inhibition, % at 5.96 µM; 340,000 tested, 0.5% active; recombinant HTRA1, FP-rhodamine activity-based probe, fluorescence polarization; in the data active means inhibition above about 36%;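 further: 0% = enzyme with DMSO and 100% = wells lacking enzyme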
SIAE primary: blocks human sialic acid acetylesterase | Q9HAT2 | SIAE FP-Rh probe binding, fluorescence polarization | inhibition, % at 9.66 µM | 370,000 tested, 0.69% active;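 active means inhibition above a cutoff: mean of compounds within the control limits plus 3 SD of those, cut at about 17% in these data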;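 further: 0% = plate median of compound wells and 100% = probe without SIAE protein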
rCAG RNA binder: molecules binding r(CAG) RNA repeats; 370,000 tested, 1.3% active; inhibition, % at 3 µM; r(CAG) RNA repeat, TO-PRO-1 dye displacement fluorescence;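 active means inhibition above the plate cutoff, the mean of all test compounds on that plate plus 3 SD, cut at about 35% in these data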;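 further: 0% = DMSO alone and 100% = 100 µM mitoxantrone as full dye displacement; higher means more dye released from RNA so lower well fluorescence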
Active calls of the source: *; x = no result given. A portion of the library. The share of hits here may be higher or lower than overall.

SMILES	TCR-CD3 inh	GC-B act	LEDGF integ inh	MBD2 DNA inh	TDP2 absorb	PRMT1 inh	mABHD4 FP	HTRA1 inh	SIAE primary	rCAG RNA binder
O=[N+]([O-])c1cccc(C(=Nc2ccccc2)NO)c1	2	5	-4	0	-3	2	4	4	6	-3
COc1ccc(N2CCN(C(=O)COC(=O)c3oc4ccccc4c3C)CC2)cc1	-5	-3	-4	1	2	0	13	-7	2	2
O=C(Oc1ccccc1N1C(=O)C2CCCCC2C1=O)c1ccccc1F (centres undefined)	-4	6	0	2	11	1	4	4	-2	-3
COc1ccc(NC(=O)CCNS(=O)(=O)c2ccc3c(c2)CC(C)N3C(C)=O)cc1 (centres undefined)	-6	0	2	8	-5	-1	-3	-1	-115	4
Cc1ccc2nc(C)c(C(=O)N/N=C/c3ccco3)cc2c1	4	-1	-1	-4	-7	-2	8	-10	-1	-1
Fc1cccc(CSc2ccc(-c3ccc4c(c3)OCO4)nn2)c1	1	-2	0	0	3	1	-4	-4	4	-1
COc1ccc2cc(/C=N/NC(=O)c3ccc(CN(c4cccc(Cl)c4Cl)S(C)(=O)=O)cc3)c(Cl)nc2c1	-2	2	-2	-1	-12	2	4	-11	-4	5
CC(C)(C)c1ccc(C(=O)N2CCC(C(=O)NC3CCCCCC3)CC2)cc1	0	1	2	-3	10	1	-2	-7	0	-6
CCC(CC)C1C(C#N)=C(N)Oc2n[nH]c(C)c21 (centres undefined)	1	0	-1	5	3	-2	-19	-1	-1	-2
COc1ccc(C(=O)Nc2cc(C(F)(F)F)ccc2-n2cncn2)cc1	3	-1	-3	1	-13	3	0	2	1	0
COCCN(C(=O)CNC(=O)c1ccco1)C(C(=O)NC1CCCCC1)c1cccnc1 (centres undefined)	-2	1	-5	2	-7	3	-5	-5	-1	-1
CCc1cccc(NC(=O)CCCCCC2NC(=O)NC2C)c1 (centres undefined)	10	-1	77*	-2	-11	1	6	-3	-4	-4
C=CCN1C(=O)/C(=c2\sc3nc(=O)c(Cc4ccccc4Cl)nn3c2=O)c2ccccc21	-2	-14	-1	0	-8	27*	5	-2	0	18
Cc1cc(OCC(=O)OCC(=O)N(C)c2c(N)n(Cc3ccccc3)c(=O)[nH]c2=O)ccc1Cl	6	-1	8	2	3	-1	-3	-1	-2	-2
CSCC[C@H](NC(=O)[C@H](Cc1ccccc1)n1c(=O)[nH]c2ccccc2c1=O)C(=O)N[C@@H](Cc1ccccc1)C(=O)O	-5	7	-2	5	5	6	2	10	1	17
O=C(Nc1ccc(Oc2ccccc2)cc1)C1CCN(c2nnc(-n3cccc3)s2)CC1	x	-4	2	0	-12	3	2	x	2	13
Clc1ccc(-c2nnc3n2CCCS3)cc1	-2	3	-2	3	6	-2	-4	10	0	0
CC1CCc2c(sc(NC(=O)CSc3ncn[nH]3)c2C#N)C1 (centres undefined)	-3	-4	-1	2	-3	6	-5	-10	5	5
O=C(NC1=NC2(C=C3CCCCC3n3c(=O)n(-c4ccccc4)c(=O)n32)CN1CC1CC1)c1ccccc1 (centres undefined)	x	4	3	-6	5	4	-3	x	3	23
CC1CCCN(c2nc(N(C)c3ccccc3)nc(N)c2[N+](=O)[O-])C1 (centres undefined)	2	-8	-2	1	4	3	10	-11	-5	-6
COc1cc2[nH]c(=O)c(C(=O)NCCCN3CCCCC3)c(O)c2cc1OC	0	1	0	10	-9	-1	-2	5	2	7
CCNC(=S)N(CCCO)Cc1cc2cc3c(cc2[nH]c1=O)OCCO3	-1	5	3	-5	-12	20	8	2	10	3
CCCCn1c(SCc2ncc(-c3ccccc3)o2)nc2cc(S(N)(=O)=O)ccc21	5	-9	2	1	-9	-1	-21	-42	-6	2
CC1(C(=O)NS(=O)(=O)c2ccc(Cl)cc2)CCN1C(=O)Cc1ccsc1 (centres undefined)	2	1	-1	1	4	0	2	x	7	4
Cn1c(/C(C#N)=C(\O)c2cccc(F)c2)nc2ccccc21	-9	1	-2	4	-3	3	0	1	-1	-1
O=C(COC(=O)Cc1c[nH]c2ccccc12)Nc1cccc2ccccc12	-5	1	-5	-3	-5	1	-4	-4	-3	4
COc1ccc(CN2CC(C(=O)NCCN3CCN(c4ccccc4F)CC3)CC2=O)cc1 (centres undefined)	2	-2	1	1	7	-2	-13	-2	3	-8
Cc1cnc(CNC(=O)c2ccc3sc([C@@H]4O[C@H](CO)[C@H](O)[C@H](O)[C@H]4O)nc3c2)cn1	0	-2	5	0	10	1	5	x	2	1
Cc1nn(Cc2ccc(Cl)cc2)c2sc(C(=O)O)cc12	-3	2	4	-2	2	-3	-11	x	1	0
O=C(NO)c1ccccc1C(F)(F)F	-2	-2	0	2	3	2	5	3	7	-1
CC(C)Sc1nc2[nH]ncc2c(=O)[nH]1	6	-3	-3	-2	5	-1	3	3	8	3
N#C/C(=C/c1ccc(Sc2nc3ccccc3[nH]2)o1)c1cccc(Br)c1	-4	-15	1	5	-8	-3	-30	-89	-46	6
CC1(C(=O)NS(=O)(=O)c2ccc(C#N)cc2)CCN1C(=O)c1ccc(C2CCCCC2)cc1 (centres undefined)	0	-8	-2	0	1	1	2	x	4	47*
CC(C)CC(=O)NS(=O)(=O)c1ccc(NS(C)(=O)=O)cc1	-3	-3	0	1	-2	4	-4	-2	-9	0
Cc1cc(C(=O)COC(=O)Cc2n[nH]c(=O)c3ccccc23)c(C)n1CC(F)(F)F	-2	0	3	-2	11	-4	5	0	-2	-8
COCCNC(=O)C1CC2Cn3c(nc4cc(C)c(C)cc43)C2N1C (centres undefined)	-4	1	1	3	-1	-1	-3	-2	11	-2
CCN(CC)C(=S)SCC(=O)NC12CC3CC(CC(C3)C1)C2	-3	0	-3	4	-10	2	-1	-13	-2	-4
CCc1nc(N[C@H](C(=O)O)C(C)CC)c2oc3ccccc3c2n1 (some centres undefined)	-3	-1	-3	2	2	-2	9	-1	0	11
O=C(N/N=C/c1ccccc1OC(F)F)C1=COCCO1	5	-4	-2	-5	-5	1	-3	4	-3	1
Cc1cc(C)n2nc(CNS(=O)(=O)c3ccc(C)c(C)c3)nc2n1	2	3	0	0	5	1	-1	-2	-9	1

Of the compounds above, these contain an aryl thioether with sulfur outside any ring:
SMILES	TCR-CD3 inh	GC-B act	LEDGF integ inh	MBD2 DNA inh	TDP2 absorb	PRMT1 inh	mABHD4 FP	HTRA1 inh	SIAE primary	rCAG RNA binder
Fc1cccc(CSc2ccc(-c3ccc4c(c3)OCO4)nn2)c1	1	-2	0	0	3	1	-4	-4	4	-1
CC1CCc2c(sc(NC(=O)CSc3ncn[nH]3)c2C#N)C1 (centres undefined)	-3	-4	-1	2	-3	6	-5	-10	5	5
CCCCn1c(SCc2ncc(-c3ccccc3)o2)nc2cc(S(N)(=O)=O)ccc21	5	-9	2	1	-9	-1	-21	-42	-6	2
CC(C)Sc1nc2[nH]ncc2c(=O)[nH]1	6	-3	-3	-2	5	-1	3	3	8	3
N#C/C(=C/c1ccc(Sc2nc3ccccc3[nH]2)o1)c1cccc(Br)c1	-4	-15	1	5	-8	-3	-30	-89	-46	6

(further entries)
SMILES	TCR-CD3 inh	GC-B act	LEDGF integ inh	MBD2 DNA inh	TDP2 absorb	PRMT1 inh	mABHD4 FP	HTRA1 inh	SIAE primary	rCAG RNA binder
CC(C)N1CC(C(=O)Nc2ccc(Br)c(Cl)c2)CC1=O (centres undefined)	-3	0	-3	-4	2	0	-5	-7	-2	-3
Cc1cccc(C(=O)C2CCOC(C)(C)C2)c1 (centres undefined)	-5	0	2	-2	-13	-3	-1	5	-3	-1
CCCn1c(SCC(=O)c2cc(C)n(-c3ccc4c(c3)OCO4)c2C)n[nH]c1=O	3	3	0	2	-1	-2	1	5	1	-2
CC(=C1N=C(c2ccccc2)OC1=O)c1cccs1	4	-1	19*	1	3	1	-2	x	-6	5
O=C(c1ccncc1)N1CCC(Oc2cccnc2)CC1	x	1	3	-3	-11	-5	-1	x	0	0
COc1ccc(CNC(=O)C(Cc2ccccc2)n2cccc2)cc1 (centres undefined)	4	0	-5	5	-13	4	-13	-6	-7	1
CCCCN(C1CCS(=O)(=O)C1)S(=O)(=O)c1cccs1 (centres undefined)	1	2	0	-5	10	-2	1	-5	9	0
CCN(CC)CCOc1ccc2nc(N(C)C)sc2c1	4	-3	0	-2	-5	0	3	2	-1	-1
O=C(O)COc1ccc(-c2nc(-c3ccccc3)c(-c3ccccc3)[nH]2)cc1	0	3	8	1	0	-2	-6	-3	8	26
O=C(NCC(c1cccnc1)N1CCN(c2ccc(F)cc2)CC1)c1ccco1 (centres undefined)	-4	-3	1	1	-4	0	6	-2	6	5
CCN(Cc1ccccc1)C(=O)c1cccc(S(=O)(=O)N2CCN(c3ccccc3)CC2)c1	2	2	-1	0	1	0	-3	-4	1	-1
O=C(Cn1cnc2ccccc2c1=O)NC1CCCc2ccccc21 (centres undefined)	-4	1	3	0	1	0	-6	3	-5	2
COc1ccc(S(=O)(=O)N2CCN(C(=O)c3cccs3)CC2)cc1	-1	0	-1	-3	-7	-4	4	2	5	-4
CC(C)(C)NC(=S)NNC(=O)c1cccc(Br)c1	-3	-1	-10	0	-8	0	8	-2	-1	6
O=C1CCCc2c1oc1c2CCCC1	-3	0	1	0	-3	-1	5	8	6	9
CCCCOCCCNC(=O)C[C@H]1C[C@@]2(C(=O)OC)C(=C[C@H](C(C)C)O[C@@H]2C2CC2)N(Cc2ccco2)C1=O	x	-4	-1	3	1	-1	2	x	6	1
NC(=O)c1ccc(NC(=O)c2cccc3c2OCCCO3)cc1	-12	2	1	-4	9	1	3	x	-3	-1
Cc1cc(NC(=O)CCC(=O)N(c2ccccc2)C(C(=O)NC2CCCCC2)c2cccs2)no1 (centres undefined)	8	-9	-4	0	6	0	-1	-2	4	1
Cc1ccccc1NC(=O)COC(=O)[C@@H]1CCCN1C(=O)c1cccs1	4	1	-2	-3	-11	-1	-3	-2	-1	0
CCC(C)[C@H]1CNC(=O)C(=O)N1CCc1cccc2ccccc12 (some centres undefined)	-9	1	-4	7	-16	9	-17	x	1	2
C/C(=N/NC(=O)c1ccccn1)c1ccco1	2	2	-2	4	3	-1	1	6	1	-1
COc1ccc(-c2cc(NC=O)c3ncc(-c4cccc(C(=O)NCCN(C)C)c4)n3c2)c(OC)c1	-3	7	-2	5	10	0	5	x	-2	7
NC(=O)C1CCN(C(=O)COc2ccc(S(=O)(=O)NCc3ccccc3)cc2Cl)CC1	4	4	-5	-8	-4	-2	2	0	-5	-3
O=c1sc2ccccc2n1CCCOc1ccccc1	-2	-1	0	0	-9	-2	-2	-10	-5	-4
COCCNC(=O)C1(C)CCCN(Cc2csc3ccccc23)C1 (centres undefined)	7	0	8	-3	-7	-1	-2	x	-6	-2
CCCNS(=O)(=O)c1ccc(OCC(=O)N2CCc3ccccc3C2)c(C)c1	4	-2	0	-1	0	-1	5	-4	9	-5
CCOC(=O)c1c(C)n(-c2ccccc2)c2ccc(OCCN(C)C)cc12	-1	-6	-1	1	3	1	7	3	0	-3
CCCC1c2ccsc2CCN1C(=S)NC (centres undefined)	1	-3	0	-2	3	3	2	0	-10	-4
